MT stabilizer – microtubule stabilization, imaging screen; % tubulin-high responders, % at 10 µM; HeLa tubulin immunostaining HCS, 24 h; share of cells brighter than vehicle mean+2SD; actives 0.83% (n = 200,000);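 active = plate Z-score above 3 for both tubulin-high and condensed-nucleus cell shares, with cell loss under 80%, at 10 µM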;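 note: anti alpha tubulin signal scored within the nucleus-defined area of each cell; some results filed as inactive read as strong as hits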
Autophagy mod – alters autophagy in cells; MEF GFP-LC3 puncta imaging; test concentration mostly 10 µM; actives 0.98% (n = 190,000); calls only at 10 µM (by protocol);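 active = percentage of spot-positive cells more than 3 SD above its plate mean, without a fluorescence outlier flag or 80% toxicity; inconclusive = no clear call, values can overlap the other calls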;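 note: spot-positive cell cutoff set from DMSO-treated cells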
Insulin prom up – MIN6 insulin promoter up-regulation; MIN6 insulin promoter-GFP reporter, high-content imaging; stronger effect = higher value; actives 0.3% (n = 190,000); z-score at 5 µM;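 active = z-score above 3 at 5 µM with at least 500 cells counted in the well; inconclusive = wells under 500 cells, flagged as cytotoxic or low count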
Lipid droplet – modulators of hepatic lipid droplet formation | actives 0.4% (n = 240,000) | inhibition, % at 6.5 µM | AML12 mouse hepatocytes, oleate lipid droplets, BODIPY imaging;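 active = lipid droplet intensity inhibited by at least 50%, with more than 500 cells counted; inconclusive = wells with under 300 cells, treated as cytotoxic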
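Technique: fluorescence imaging, 20x objective, two fields per well / Assay system: AML12 hepatocytes (mouse) / Measure: % inhibition of lipid droplet signal / Doses: 6.5 µM single-point dosing / Incubation: overnight exposure / Reagent: 100 µM oleic acid challenge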
Yfh1-off respiration – mitochondrial function rescue without frataxin homolog – Friedreich's ataxia, plus single-dose screen, dose response (AID 1465) | S. cerevisiae Yfh1-off respiration, WST-1 reduction, 72 h; higher fold induction means a stronger effect | one-dose fold induction at 50 µM; EC50 in µM for titrated hits | actives 0.074% (n = 220,000);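 active = fold induction of absorbance versus untreated yeast above a set limit, then at least 30% activation at any dose in follow-up; inconclusive = repeats straddling the limit, or above it without dose testing; inactive = fold induction below the set limit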;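 note: activators that raise dye reduction in frataxin-depleted yeast; strong numbers were not always called active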
M17LAP inhibition – P. falciparum M17LAP inhibitors, primary screen, biochemical, fluorogenic H-Leu-NHMec substrate, 1536-well (AID 1619). actives 0.38% (n = 220,000). recombinant M17LAP, H-Leu-NHMec fluorogenic kinetic assay; higher % means a stronger effect. one-dose inhibition, % at 30 µM; IC50 in µM for titrated hits;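 active = compound inhibiting the enzyme by more than half at any dose during confirmatory dose-response retesting; inconclusive = strong single-dose inhibitors picked by rank but not retested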;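 note: plate controls were full reaction with DMSO carrier for no effect and no enzyme background for full effect; strong numbers were not always called active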
Dynein cargo inh – blocks dynein driven cargo transport along microtubules. AID 1381. actives 0.47% (n = 220,000). 3617.4 mouse cells, GR-EGFP nuclear translocation imaging; test concentration mostly 20 µM; stimulated with dexamethasone, 1 µM; stronger effect = lower value. z-score, hits read low;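 active = plate z-score of nuclear minus cytoplasmic receptor signal below a set negative limit, without overly bright fluorescence or cell loss, cut at about -3.5 in these data, passing the limit was not always enough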;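 note: z-score of nuclear minus cytoplasmic ring GR-EGFP intensity difference per well; some compounds called inactive have numbers as strong as hits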
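Also added: dexamethasone, 1.0 µM final. Medium: tet-free, stripped-serum medium. Detection: fixed, Hoechst-stained cells imaged at 10x for EGFP. Read-out: nuclear-to-cytoplasmic GR-EGFP distribution per well. Times: induction 48 h, compound 1 h, agonist 30 min.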
ER stress rescue – rescue of cells from ER stress-induced death, primary screen, 384-well, CSM14.1, thapsigargin, ATP luminescence (AID 1222); CSM14.1 thapsigargin-induced death rescue, ATP luminescence; higher % means a stronger effect; one-dose cellular ATP content (survival), % at 20 µM; EC50 in µM for titrated hits; 190,000 tested, under 10 active;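 active = EC50 below 50 µM in the dose-response confirmation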;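 note: death triggered by thapsigargin at about 15 µM added after 2 h compound pretreatment; cell ATP read after overnight thapsigargin exposure of roughly 18 to 22 hours; normalized against plate controls of thapsigargin alone and 5% DMSO vehicle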
M1AAP inhibition – P. falciparum M1AAP inhibitors, biochemical, fluorogenic H-Leu-NHMec substrate, 1536-well (AID 1445); recombinant M1AAP, H-Leu-NHMec fluorogenic kinetic assay; higher % means a stronger effect; one-dose inhibition, % at 30 µM; IC50 in µM for titrated hits; actives 0.42% (n = 220,000);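 active = primary inhibition above the hit cutoff, then over 50% inhibition at one or more dose response concentrations, cut at about 23% in these data, passing the limit was not always enough; inconclusive = conflicting primary data, or primary hits not chosen for dose response; inactive = low primary inhibition, or under 50% at every dose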;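 note: plate controls were DMSO full reaction for no effect and no enzyme background for full effect; strong numbers were not always called active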
Dynein cargo inh cytoplasmic EGFP – second read-out of Dynein cargo inh, no call of its own (marks repeat the call); z-score; measured here: cytoplasmic GR-EGFP intensity; stronger effect = higher value
Dynein cargo inh nuclear GR-EGFP – also measured in Dynein cargo inh; calls as there; z-score; measured here: nuclear GR-EGFP intensity;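 lower value marks the stronger effect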
Dynein cargo inh cell count – further read-out of Dynein cargo inh, marked with its call; z-score; measured here: cell count per field
Insulin prom up cell count – further read-out of Insulin prom up, marked with its call; cell count; measured here: cytotoxicity, nuclei count;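 total cells summed across four imaged fields per well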
Lipid droplet cells 6.5 µM – further read-out of Lipid droplet, marked with its call; cell count; measured here: cell count, cytotoxicity flag;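 cells counted across two imaged fields per well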
MT stabilizer Hoechst-high % – recorded beside MT stabilizer, whose call it bears; % Hoechst-high responders; measured here: nuclear condensation Hoechst responders;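 share of cells brighter than vehicle mean plus two SD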
MT stabilizer cytotoxicity % – second read-out of MT stabilizer, no call of its own (marks repeat the call); toxicity, %; measured here: cytotoxicity by cell density;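 0% = mean cell density of plate MIN control wells and 100% = no cells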
Autophagy mod cell loss 18 h – second read-out of Autophagy mod, no call of its own (marks repeat the call); toxicity, %; measured here: cell loss, nuclei count;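 cell loss after 18 h compound exposure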
Starred values were filed as active, the others as inactive; i = inactive; ? = inconclusive; . = not tested or not shown.

SMILES | MT stabilizer | MT stabilizer Hoechst-high % | MT stabilizer cytotoxicity % | Autophagy mod | Autophagy mod cell loss 18 h | Insulin prom up | Insulin prom up cell count | Lipid droplet | Lipid droplet cells 6.5 µM | Yfh1-off respiration | M17LAP inhibition | Dynein cargo inh | Dynein cargo inh cytoplasmic EGFP | Dynein cargo inh nuclear GR-EGFP | Dynein cargo inh cell count | ER stress rescue | M1AAP inhibition
O=C(C1CC(=O)N(c2ccccc2)C1)N1CCN(C2=NS(=O)(=O)c3ccccc32)CC1 (centres undefined) | 2.6 | 1.7 | 7.3 | i | 3 | 2 | 1261 | -10 | 730 | i | 23% | -1.2 | -0.29 | -1.2 | 1.1 | -2.0% | 1%
COc1ccccc1-c1csc(NC(=O)c2cc(-c3cccs3)nc3ccccc23)n1 | 3.5 | 2.2 | 10 | i | 3 | -0.04 | 1067 | -24 | 660 | i | 13% | -0.063 | -0.13 | -0.26 | 0.41 | -2.1% | 3%
CC(C)(C)C(=O)COC(=O)CNC(=O)c1ccc(Oc2ccccc2)cc1 | 1.3 | 0.9 | 7.5 | i | 8 | 1 | 835 | 1 | 796 | i | 2% | -0.38 | -0.26 | 0.12 | -0.29 | -1.3% | -5%
CCn1cnc2sc(-c3ccccc3)cc2c1=O | 5.2 | 2.8 | 0.6 | . | . | 0.29 | 822 | -2 | 655 | i | 1% | 0.027 | -0.18 | 0.33 | -0.13 | -3.6% | 6%
CC(C)CC(=O)NC(c1ccccc1Cl)c1c(O)ccc2ccccc12 (centres undefined) | 1.0 | 4.3 | 11 | i | 17 | 0.14 | 1394 | -32 | 664 | i | -12% | 0.89 | -0.18 | 0.27 | -0.71 | -2.3% | 11%
COc1ccc2c(c1OC)C(=O)O[C@@H]2[C@H]1c2c(cc3c(c2OC)OCO3)CCN1C | 5.0 | 7.4 | 1.4 | i | 6 | 0.63 | 1283 | 1 | 718 | i | -9% | -0.88 | -0.19 | 0.25 | 0.33 | 18% | 6%
CC(C)OC(=O)CSc1nnc(-c2cnccn2)n1-c1ccc(Cl)cc1 | 1.9 | 1.3 | 11 | i | 19 | 0.45 | 1253 | . | . | i | 15% | -0.72 | -0.18 | -0.37 | 0.59 | -0.6% | 4%
Nc1nc(SCC(=O)c2cccs2)n[nH]1 | 6.8 | 2.6 | 10 | i | -8 | -0.04 | 1435 | -11 | 657 | i | -5% | -0.44 | -0.2 | 0.015 | 0.00056 | -2.0% | 0%
CC(=O)Nc1cccc(NS(=O)(=O)c2cccc3nsnc23)c1 | 2.2 | 1.8 | 4.9 | i | 5 | 0.4 | 1249 | 5 | 689 | i | 3% | -0.8 | -0.17 | -0.14 | -0.12 | . | 11%
O=C(c1ccccc1F)N(Cc1nc2ccccc2c(=O)[nH]1)C1CCCC1 | 1.2 | 1.1 | 6.0 | i | 30 | -0.18 | 1416 | -9 | 701 | i | -11% | -0.37 | -0.3 | -0.28 | 0.8 | -0.2% | 4%
NC(=O)N[C@@H](Cc1c[nH]c2ccccc12)C(=O)OCC(=O)N1CCCCC1 | 3.8 | 2.2 | 3.7 | i | 40 | -2.3 | 1300 | 6 | 721 | i | 0% | -0.65 | -0.32 | -0.0088 | 1.6 | . | 0%
Cc1ccc(NC(=O)COC(=O)c2cccc3c(=O)c(C)c(-c4ccccc4)oc23)cc1 | 1.2 | 3.6 | 9.5 | i | -5 | 0.84 | 1342 | -26 | 707 | i | 2% | -0.78 | 0.71 | -0.6 | 0.57 | 1.1% | 9%
Cc1ccc(NC(=S)NC2CCN(Cc3ccccc3)CC2)cc1 | 3.0 | 3.5 | 10 | i | 3 | -0.61 | 1191 | 23 | 677 | i | 4% | -0.77 | -0.26 | -0.72 | 0.5 | -0.6% | -3%
C/C(N)=C(/C#N)C(=O)CSc1nc2ccccc2c(=O)n1Cc1ccc(F)cc1 | . | . | . | . | . | -0.04 | 1496 | 1 | 789 | i | 10% | -0.038 | -0.31 | -0.078 | 1.1 | . | 8%
CCCCCCCCCCC[C@@H](C[C@@H]1OC(=O)[C@H]1CCCCCC)OC(=O)[C@H](CC(C)C)NC=O | . | . | . | . | . | 0.01 | 1326 | -1 | 673 | i | -1% | . | . | . | . | 15% | -1%
CCOC(Cn1c(CCCO)nc2ccccc21)OCC | 1.3 | 1.3 | 4.7 | i | -8 | -0.27 | 957 | . | . | i | -4% | -0.8 | 0.23 | -0.22 | 0.67 | -2.3% | 1%
CN(C)S(=O)(=O)c1cccc(C(=O)NCC2(N3CCOCC3)CCCCC2)c1 | . | . | . | . | . | -2.1 | 514 | -3 | 704 | i | -1% | 0.63 | -0.29 | -0.11 | 0.2 | . | -3%
Cc1cc(C)c2[nH]c(=O)c(C(c3nnnn3Cc3ccc4c(c3)OCO4)N3CCC(C)CC3)cc2c1 (centres undefined) | 2.4 | 1.4 | 6.5 | i | 36 | . | . | -20 | 637 | i | -1% | -0.25 | -0.12 | -0.45 | 0.097 | 2.2% | 6%
O=C(Cc1ccc(F)cc1)NCCc1ccc(F)cc1 | 1.9 | 1.6 | 10 | i | 6 | -0.08 | 862 | -6 | 778 | . | 0% | 0.48 | 1.8 | 0.18 | 0.092 | -1.1% | 6%
CC(C)C(NS(=O)(=O)c1cccs1)C(=O)N1CCc2ccccc2C1 (centres undefined) | 2.0 | 2.1 | 5.7 | i | 24 | 0.42 | 1601 | . | . | i | -6% | 3.5 | 0.021 | 3.7 | -2.7 | -1.0% | 4%
CCCCNC(=O)NNC(=O)COc1cc(C)cc(C)c1 | 3.2 | 2.4 | 4.0 | i | -6 | 0.97 | 1289 | -6 | 627 | i | 11% | -0.068 | -0.31 | -0.22 | 0.27 | -3.4% | 2%
O=C(Nc1ccccc1)c1cc2ccccc2[nH]1 | 2.0 | 2.0 | 6.2 | i | 1 | 0.11 | 1290 | 24 | 667 | i | -5% | 0.49 | -0.27 | -0.19 | -0.53 | -0.9% | 1%
Cc1nn(-c2ccccc2)c(N2CCCC2)c1/C=N/n1cnc2scc(-c3ccccc3)c2c1=O | 5.9 | 7.0 | 18 | i | -12 | -3.3 | 1346 | 2 | 792 | ? | 18% | 0.36 | -0.17 | 0.49 | -0.94 | 0.6% | 4%
CCN(CC)C(=S)Nc1c(C)n(C)n(-c2ccccc2)c1=O | 1.4 | 1.1 | 5.6 | i | 26 | 0.68 | 1348 | 0 | 662 | i | -1% | 0.27 | -0.17 | 0.086 | 0.23 | . | 2%
CCc1nnc(NC(=O)CSc2nnc(-c3cccnc3)n2CC)s1 | 1.8 | 0.9 | 5.6 | i | -21 | 0.83 | 802 | 6 | 757 | i | 5% | -0.81 | 2.1 | 0.012 | 0.13 | -3.4% | -4%
Cc1ccc(C(=O)NC(=S)Nc2ccc(NC(=O)c3cccc(Cl)c3)cc2)cc1 | 3.0 | 3.8 | 6.1 | i | -1 | -0.18 | 1522 | 24 | 571 | i | 4% | -0.28 | -0.25 | -0.2 | 0.17 | -1.1% | 6%
Cc1cc(NC(=O)CSc2ccc3ccccc3c2)no1 | 0.9 | 1.7 | 11 | i | 11 | 0.65 | 872 | 4 | 805 | i | 3% | 0.79 | -0.24 | 0.23 | -0.37 | 0.5% | 21%
CCOC(=O)c1cccc(NC(=O)CSc2nc3ccccc3c(=O)n2CC)c1 | 2.2 | 0.2 | 30 | i | 1 | . | . | 6 | 733 | i | -8% | -0.22 | -0.27 | 0.17 | -0.36 | -1.8% | -2%
COc1ccc(C(C(=O)NC2CCCCC2)N(C(=O)CCl)c2ccc(Cl)cc2)cc1 (centres undefined) | 17 | 13 | 52 | i | 15 | . | . | -17 | 327 | i | 4% | -1.6 | 0.047 | -1.1 | 0.15 | -1.7% | 2%
Cc1cc(C(=O)Nc2nnc(C3CCCCC3)s2)no1 | 4.3 | 1.6 | 3.8 | i | -2 | 0.2 | 1761 | -4 | 675 | i | 12% | 0.52 | -0.24 | 0.37 | 0.26 | -0.5% | 5%
O=C(Cn1cc([N+](=O)[O-])cn1)Nc1cccnc1 | 3.5 | 3.1 | 8.5 | i | -15 | -0.69 | 1209 | 13 | 686 | i | 1% | -0.45 | -0.3 | -0.24 | 0.19 | 4.0% | 2%
COc1ccc(/C=N/NC(=O)c2ccccc2O)cc1COc1ccccn1 | . | . | . | . | . | 0.03 | 1110 | 2 | 764 | i | 26% | 0.96 | -0.24 | 0.91 | 0.24 | . | 8%
CCC(Sc1nc2n[nH]c(C)c2c(=N)n1-c1cccc(Cl)c1)C(=O)NCCOC (centres undefined) | 3.1 | 3.4 | 10 | i | 12 | -0.9 | 1525 | . | . | i | -2% | -0.66 | -0.14 | -0.25 | 1.4 | 2.2% | 7%

Screens as filed in PubChem.
